# Bioassay records from PubChem BioAssay.
# SV40 large T antigen: TAg ATPase/helicase activity blockers – biochemical (AID 1903) | SV40 large T antigen ATPase/helicase inhibition assay; higher % means a stronger effect | inhibition, % at 20 µM, or IC50 in µM where a hit was titrated | 310,000 tested, 0.39% active; in the data active = a potency from the dose series; inconclusive = inhibition mostly from about 32% at the one dose, without a potency; inactive = the rest, 99 in 100 with inhibition below about 32%; note: strong numbers were not always called active
# NS5 inhibitors: Dengue-2 NS5 methyltransferase inhibitors, primary screen, biochemical, confirmation dose response (AID 588689); Dengue-2 NS5 methyltransferase capping enzyme assay, biochemical; higher % means a stronger effect; one-dose inhibition, % at 25 µM; IC50 in µM for titrated hits; 340,000 tested, 0.3% active; in the data active = a potency from the dose series; inconclusive = inhibition above about 29% without an active follow-up result
# NTR1 agonist: NTR1-driven beta-arrestin-GFP spot formation – imaging, U2OS cells, high content, primary screen (AID 493036). agonist mode. activation, % at 20 µM. 330,000 tested, 0.17% active;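 active = activation at or above 40% of the spot to cytoplasm intensity ratio, with at least 20 cells analyzed; inconclusive = wells under 20 cells, flagged as cytotoxic or low count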;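 note: 0% = DMSO without peptide and 100% = 100 nM NTR1 peptide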
# Target sequence (P30989 whole entry, looked up): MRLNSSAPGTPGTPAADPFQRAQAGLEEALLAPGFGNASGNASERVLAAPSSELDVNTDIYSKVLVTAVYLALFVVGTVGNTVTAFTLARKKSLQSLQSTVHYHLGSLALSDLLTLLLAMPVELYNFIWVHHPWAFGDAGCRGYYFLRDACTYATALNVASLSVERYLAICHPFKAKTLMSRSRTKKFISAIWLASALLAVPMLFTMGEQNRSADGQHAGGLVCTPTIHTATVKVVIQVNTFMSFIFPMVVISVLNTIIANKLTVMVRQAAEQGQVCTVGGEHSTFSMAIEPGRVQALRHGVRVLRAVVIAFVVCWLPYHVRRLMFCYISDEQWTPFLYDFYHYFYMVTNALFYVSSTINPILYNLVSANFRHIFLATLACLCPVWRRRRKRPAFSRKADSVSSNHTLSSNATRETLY
# West Nile virus CPE: West Nile virus antiviral activity, cell-based, CPE readout (AID 1621); CPE inhibition, % at 10 µM; hits with a dose series show IC50 in µM; West Nile virus-infected cells, CPE inhibition; higher % means a stronger effect; 290,000 tested, 0.02% active; in the data active = a potency from the dose series; inconclusive = CPE inhibition mostly from about 3.7% at the one dose, without a potency; inactive = the rest, 99 in 100 with CPE inhibition below about 2.2%; note: strong numbers were not always called active
# K1F lysis inhibition: protection from phage-mediated lysis, alamar blue read-out – E. coli UTI89, K1F phage, bacterial capsule biogenesis inhibitors (AID 488966); E. coli UTI89 K1F phage lysis, alamar blue, 2 h; higher % means a stronger effect; inhibition, % at 100 µM, or IC50 in µM where a hit was titrated; 340,000 tested, 0.02% active;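 active = phage lysis inhibition, versus mean bacterial control, above a set limit; inconclusive = no clear call, values can overlap the other calls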;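 note: capsule biogenesis inhibitors block K1F phage lysis so surviving cells raise fluorescence; higher fluorescence means more inhibition of phage lysis; actives were called in the ten point dose series up to 300 µM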
# T cell modulator: T cell immune modulation candidate | 2C CD8+ T cell-vesicle binding, flow cytometry; hits give low values | calls only at 7 µM | 330,000 tested, 0.068% active;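 active = response, share of CD8 T cells binding vesicles, and their 90th percentile fluorescence all below set limits, cut at about 80% in these data, passing the limit was not always enough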
#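 Assay system: 2C TCR transgenic mouse naive CD8+ T cells, MACS-purified | Read-out: CD8+ gate FL2 mean fluorescence as % of same-row positive control | Signal: High-throughput flow cytometry with anti-B7-1 and anti-CD8 staining | Timing: Binding step 1.5 h, 37 °C, antibody labelling 20 min, ice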
# PhoP inhibition: PhoP-dependent GFP reporter repression – Salmonella Typhimurium, primary screen (AID 1863). S. Typhimurium PhoP-regulated promoter GFP reporter, 4 h; higher % means a stronger effect. 300,000 tested, 0.16% active. inhibition, % at 50 µM; hits with a dose series show IC50 in µM;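 active = inhibition over 29.93%, a cutoff 3 SD above the screen mean, later confirmed by dose response; inconclusive = inhibition over 29.93% but no dose response follow-up; inactive = inhibition at most 29.93% or unconfirmed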;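 note: 0% = low Mg2+ inducing control and 100% = high Mg2+ repressing control; strong numbers were not always called active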
# RSV antiviral HEp-2: RSV antiviral activity via CPE protection, HEp-2 cells, primary 10 µM value included (AID 2391). HEp-2 cells, RSV-induced CPE inhibition; higher % means a stronger effect. CPE inhibition, % at 10 µM; hits with a dose series show IC50 in µM. 310,000 tested, 0.13% active; in the data active = a potency from the dose series; inconclusive = CPE inhibition mostly from about 23% at the one dose, without a potency; inactive = the rest, 99 in 100 with CPE inhibition below about 21%; note: strong numbers were not always called active
# MgcRacGAP inhibition: MgcRacGAP GTPase-activating activity inhibitors, confirmation, biochemical, ADP Hunter fluorescence; MgcRacGAP-stimulated Rac1 GTP hydrolysis, ADP Hunter fluorescence; higher % means a stronger effect; GST-tagged Rac1 F28L mutant substrate; inhibition, % at 30 µM, or IC50 in µM where a hit was titrated; 340,000 tested, 0.6% active;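 active = first-screen hits whose inhibition reached a set limit at any dose in the follow-up dose series; inconclusive = inhibition above the set first-screen limit but never retested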;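 note: fluorescence reports GDP produced by GAP-driven GTP hydrolysis; strong numbers were not always called active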
# T cell modulator vesicle-bound %: also measured in T cell modulator; calls as there; double positive events, %; measured here: CD8+ vesicle-bound cell fraction;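 binding gate set so that unloaded-vesicle control wells show 10% double positive cells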
# NTR1 agonist cell count 20 µM: recorded beside NTR1 agonist, whose call it bears; cell count; measured here: cell count, cytotoxicity flag
# * marks the source's active call; other numbers are inactive results; i = inactive; ? = inconclusive; nt = not tested or not shown; [ ] = another dose, or the depositor's remark.
SMILES,SV40 large T antigen,NS5 inhibitors,NTR1 agonist,NTR1 agonist cell count 20 µM,West Nile virus CPE,K1F lysis inhibition,T cell modulator,T cell modulator vesicle-bound %,PhoP inhibition,RSV antiviral HEp-2,MgcRacGAP inhibition
O=c1oc(Nc2ccccc2F)nc2ccccc12,4.0%,-1.1%,5.5,45,-0.1%,-0.7%,i,10.6,-7.5%,1.6%,3.6%
O=C(NC1CCCC1)c1cc(-c2ccccc2Cl)on1,7.5%,5.1%,-0.7,40,0.0%,0.5%,i,14.8,4.2%,4.7%,8.6%
COc1cccc(CNC(=O)CCC2CCCN(C(=O)c3ccoc3)C2)c1 (stereo not given),2.2%,-6.8%,0.2,60,-0.3%,-0.2%,i,9.3,5.8%,0.6%,-0.4%
Cc1ccn(CCC(=O)N2CCc3ccccc32)n1,20.3%,-3.6%,-1.0,56,0.3%,2.2%,i,20.4,3.4%,0.3%,13.8%
O=S(=O)(c1ccc(Br)cc1Cl)N1CCN(CCO)CC1,1.5%,0.7%,-0.3,47,-0.7%,4.1%,i,46.0,3.6%,-0.9%,0.6%
COc1ccc(-c2csc(/C(C#N)=C/Nc3cc4oc5ccccc5c4cc3OC)n2)cc1,7.4%,24.7%,2.6,75,0.7%,0.3%,i,26.5,-2.7%,2.4%,6.5%
Cc1ccc(-c2nc3ncccc3o2)cc1NC(=O)c1ccc([N+](=O)[O-])o1,8.4%,-2.5%,15.4,51,-0.7%,-0.5%,i,21.7,-5.3%,?,6.4%
CCS(=O)(=O)NC(C)C(c1cccs1)N1CCN(c2ccc(F)cc2)CC1 (stereo not given),10.9%,0.7%,1.9,103,-0.4%,1.7%,i,44.8,2.4%,1.4%,8.2%
Cc1nc(C)c(C(=O)N(c2ccc(C)c(C)c2)C(C(=O)NCc2ccco2)c2ccccc2)s1 (stereo not given),7.8%,-1.4%,-1.6,55,0.5%,3.1%,i,8.5,-6.5%,0.3%,3.6%
COc1ccccc1CCC(=O)Nc1ncc(C)s1,10.4%,1.4%,-2.8,82,-0.8%,0.1%,i,21.4,-1.8%,1.1%,5.7%
S=C(NCc1ccc2c(c1)OCO2)NC1CCN(Cc2ccccc2)CC1,-4.5%,0.0%,-0.1,28,0.0%,0.0%,i,36.4,11.3%,9.6%,-5.5%
O=C(CSc1nnc(-c2cccnc2)o1)OC1CCCCC1,-8.5%,-3.2%,-0.2,89,-0.2%,0.1%,i,29.9,32.0%,0.3%,8.2%
O=C(Nc1cccnc1)c1cc(F)c(F)cc1Cl,7.7%,0.8%,-0.1,70,0.1%,0.2%,i,68.2,-10.7%,0.2%,-1.2%
CC1CCN(c2ccc(C(=O)OCC(=O)NCCN3C(=O)CSC3=O)cc2[N+](=O)[O-])CC1,8.0%,-5.9%,3.6,60,0.1%,0.1%,i,43.3,-2.3%,4.3%,-1.6%
COc1cccc(C2=CC(=O)CCC2)c1,1.8%,0.0%,4.0,80,-0.5%,-0.2%,i,47.0,nt,4.0%,7.0%
O=C(Nc1scc(-c2ccccc2)c1C(=O)O)c1ccco1,7.5%,-1.6%,25.5,81,0.3%,0.4%,i,20.2,-2.4%,0.8%,4.2%
c1ccc(CSc2nnc(-c3sccc3-n3cccc3)o2)cc1,2.3%,-2.7%,2.8,65,0.3%,1.7%,i,13.1,-16.6%,5.5%,3.4%
O=c1[nH]c(-c2ccccc2)c(-c2ccccc2)[nH]1,6.3%,0.0%,-1.0,87,0.1%,0.4%,i,21.6,0.3%,1.3%,7.9%
COc1ccc(C)cc1NC(=O)NNC(=O)c1cc2ccccc2cc1O,-5.5%,-8.4%,1.5,45,0.5%,0.1%,i,25.5,15.6%,7.7%,5.5%
O=C(NCc1ccco1)c1scc2c1OCCO2,6.3%,-8.8%,0.3,48,-0.3%,2.0%,i,36.2,12.4%,0.1%,6.4%
CCN(CC)c1nc(C)c(C(C)=O)cc1C#N,5.2%,0.0%,4.2,43,0.2%,-0.3%,i,9.3,-4.3%,5.0%,2.2%
CCNS(=O)(=O)c1ccc(OCCNS(C)(=O)=O)cc1,3.3%,0.0%,0.3,48,-0.2%,0.2%,i,9.9,6.3%,-0.1%,-8.1%
COCc1c(C(=O)N/N=C(/C)c2ccccc2)nnn1-c1nonc1N,10.1%,-11.9%,-0.5,51,0.2%,-0.3%,i,26.2,-10.8%,0.7%,1.3%
CC(C)c1nc(SCC(=O)c2ccccc2)c2c(=O)n(C)c(=O)n(C)c2n1,3.2%,0.7%,5.1,59,0.5%,-2.3%,i,24.3,8.8%,1.0%,8.9%
COc1cccc(CNC(=O)CCC2CCCN(C(=O)CCc3c(C)noc3C)C2)c1 (stereo not given),-16.8%,-0.8%,-2.1,67,-0.4%,0.2%,i,25.2,11.7%,2.8%,1.3%
# New compounds follow.
SMILES,SV40 large T antigen,NS5 inhibitors,NTR1 agonist,NTR1 agonist cell count 20 µM,West Nile virus CPE,K1F lysis inhibition,T cell modulator,T cell modulator vesicle-bound %,PhoP inhibition,RSV antiviral HEp-2,MgcRacGAP inhibition
COc1ccc(C(CNC(=O)c2ccc(C)c(S(=O)(=O)Nc3ccccc3OC)c2)N2CCCC2)cc1 (stereo not given),6.5%,-2.6%,-0.6,64,0.4%,-0.1%,i,51.9,3.0%,0.9%,11.3%
CC(=O)N1N=C(c2ccccc2)OC1c1cccnc1 (stereo not given),4.5%,-1.5%,1.3,53,0.1%,0.1%,i,18.2,-2.1%,2.8%,0.9%
Cc1nnc(Sc2nc3c(c(=O)n(C)c(=O)n3C)n2Cc2ccc(Cl)cc2)s1,8.1%,0.3%,2.7,80,-1.2%,0.6%[50 µM],i,3.1,3.8%,1.3%,12.1%
O=c1ccc(/C=C/c2ccccc2)nn1Cc1ccc(Cl)cc1Cl,8.5%,-8.2%,6.1,44,-0.3%,0.2%,i,41.8,-1.6%,1.7%,2.6%
COc1cccc(C(O)c2nc3ccccc3n2C(C)C)c1 (stereo not given),5.5%,-4.5%,0.7,46,-0.3%,0.3%,i,24.0,5.8%,0.4%,-0.3%
CCOCCCNC(=O)c1ccc2c(c1)OCO2,-4.8%,-12.9%,-2.0,99,0.2%,0.4%,i,35.8,7.2%,0.6%,-1.2%
O=S(=O)(NCCc1csc(-c2ccccc2)n1)c1ccc2c(c1)OCCO2,10.3%,-8.8%,2.5,37,-0.3%,0.4%,i,12.5,9.3%,3.1%,13.9%
CC1(C)C2([N+](=O)[O-])CN3CC1([N+](=O)[O-])CN(C2)C3C(O)C(O)C(O)CO (stereo not given),7.7%,-1.5%,-0.2,75,0.5%,0.0%,i,21.0,-3.6%,0.0%,-9.9%
O=C(NNC1=Nc2ccccc2SC1)c1ccc(F)cc1,2.3%,-3.1%,-1.6,48,-0.7%,-0.3%,i,23.2,-4.8%,3.4%,1.6%
CC(OC(=O)c1cc2sccc2n1C)C(=O)NCC1CCCO1 (stereo not given),2.7%,-6.2%,-0.3,47,0.3%,0.9%,i,43.0,7.7%,0.6%,2.0%
O=C(CSc1nnc(-c2ccccc2)o1)Oc1ccc(Br)cc1,0.5%,-7.2%,-0.6,55,0.5%,0.2%,i,9.0,-6.3%,-0.1%,10.4%
CCOc1ccc(-c2noc(CCCC(N)=O)n2)cc1OC,-3.2%,-1.6%,3.5,71,0.3%,3.3%,i,29.0,34.4%,1.9%,4.2%
Cn1c(=O)cc(OCC(=O)NCc2cccnc2)c2ccccc21,2.0%,-2.6%,-1.3,75,-0.3%,-0.1%,i,27.7,-4.5%,1.1%,6.0%
CC(=O)C[C@H]1c2cc(C(F)(F)F)ccc2S(=O)(=O)N1C1CCCCC1,14.8%,-8.9%,2.0,59,-0.3%,-0.2%,i,7.4,-14.9%,1.0%,6.1%
O=c1c2ccc(Cl)cc2nc(-c2cccc(C(F)(F)F)c2)n1O,-4.8%,6.9%,1.6,52,0.8%,0.8%,i,59.1,0.7%,2.3%,-0.1%
CC(C)CNC(=S)N1CCN(c2nc(-c3ccc(Cl)cc3)cs2)CC1,10.6%,-4.0%,6.4,49,-0.4%,1.9%,i,52.5,-1.0%,4.1%,6.5%
Cc1cc(C)c2sc(NNC(=O)C3COc4ccccc4O3)nc2c1 (stereo not given),-12.1%,-2.8%,1.4,44,nt,3.1%,i,49.1,-2.3%,2.0%,5.2%
COc1ccc(OC)c(NC(=O)c2ccc(NC(C)=O)cc2)c1,-3.6%,4.1%,1.2,49,1.3%,-0.6%,i,44.1,-4.8%,3.9%,4.2%
COc1cc(/C=N/NC(=O)c2cccc(NC(=O)c3ccccc3Cl)c2)ccc1O,?,-10.0%,-1.8,75,0.1%,1.1%,i,52.2,1.0%,2.5%,28.3%
NC(=O)c1ccc(NC(=O)COC(=O)CCCc2c[nH]c3ccccc23)cc1,-5.8%,-7.2%,1.0,44,0.4%,0.1%,i,49.2,0.9%,-0.4%,7.3%
O=C(CCC(=O)OCC(=O)c1ccc(F)cc1)NC1CCCCC1,-11.2%,0.8%,15.6,43,0.2%,3.0%,i,44.3,13.5%,1.8%,8.1%
O=S(=O)(c1ccccc1)c1nc(Nc2cccc(O)c2)sc1Cl,11.1%,-2.2%,4.4,41,-0.4%,-1.9%,i,19.3,9.6%,6.6%,8.0%
O=C(NC1=NCCS1)c1cccc(NC(=O)c2ccco2)c1,4.1%,0.7%,-1.8,91,-0.2%,-0.3%,i,19.9,-7.2%,1.8%,-1.2%

# 2 records drawn at random from those above:
SMILES,SV40 large T antigen,NS5 inhibitors,NTR1 agonist,NTR1 agonist cell count 20 µM,West Nile virus CPE,K1F lysis inhibition,T cell modulator,T cell modulator vesicle-bound %,PhoP inhibition,RSV antiviral HEp-2,MgcRacGAP inhibition
Cn1c(=O)cc(OCC(=O)NCc2cccnc2)c2ccccc21,2.0%,-2.6%,-1.3,75,-0.3%,-0.1%,i,27.7,-4.5%,1.1%,6.0%
O=C(CCC(=O)OCC(=O)c1ccc(F)cc1)NC1CCCCC1,-11.2%,0.8%,15.6,43,0.2%,3.0%,i,44.3,13.5%,1.8%,8.1%
